# S3 lipid droplet = qHTS Assay for Lipid Storage Modulators in Drosophila S3 Cells; AID 2685, 2010; 0.64% of 320,000 active; Drosophila S3 cells, BODIPY lipid droplet fluorescence, 18-24 h; cells fed with added oleic acid; lipid storage change, negative = inhibition, % at the top dose, mostly 46.1 µM; hits show Potency in µM; active = well fitted inhibition curve with a large enough effect in the signal ratio, with a control signal flat, not every such curve was filed as active; inconclusive = small, poorly fitted or top-dose-only effect, or effect the other way, or a change in a side signal; the % refers to the signal ratio
#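 Laser-scanning cytometry quantifies lipid droplet accumulation (500–530 nm total intensity; droplet/cell object ratio) in oleic acid-fed (400 uM added) Drosophila S3 cells treated with a concentration series. 20 uM Triacsin C defined 100% inhibition.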
# S3 lipid droplet cell count max = second read-out of S3 lipid droplet, no call of its own (marks repeat the call); cell number change, %; measured here: cell count max response;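 cells counted by Cell Tracker Red CMTPX staining in the red channel; peak over a dose series mostly up to 46.1 µM; percent activity relative to internal control wells on each plate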
# Numbers without * were called inactive; i = inactive; u = inconclusive; x = not tested or not shown. % is set by controls: 0 for no effect and ±100 for the full control effect; potency is the fitted concentration of half-maximal effect.
SMILES,S3 lipid droplet,S3 lipid droplet cell count max
COc1cc(OC)c(C2=NOC(C(=O)N3CCc4ccccc4C3)C2)cc1Cl (configuration not stated),u,x
COCCn1c(C)cc(C(=O)CSc2nc(C)cc(C)c2C#N)c1C,u,x
O=c1c2c3c(sc2nc2n1CCC2)CCCCC3,u,x
Cc1ccc(S(=O)(=O)N2CCOCC2)cc1NC(=O)CSc1ncccn1,u,x
Cc1cccc(NC(=O)c2cc(S(=O)(=O)N3CCc4ccccc43)cn2C)c1,u,x
CN(C)/C=C1/Oc2c(ccc3ccccc23)C1=O,18%,x
CCOC(=O)Cc1cc(C)[nH]c1C(=O)OCC,14%,24
CCC(=O)c1cc2c(C)cc(=O)oc2c(C)c1OC(=O)C(C)C,21%,33
O=C(NCCCO)/C(=C\c1cn(-c2ccccc2)nc1-c1cccnc1)NC(=O)c1ccccc1,20%,19
O=C(Nc1ccccc1C(=O)NCCCN1CCOCC1)c1ccccc1,12%,15
CCOc1ccc(C(O)(CCC(C)C)C(CN2CCOCC2)c2ccccc2)cc1 (configuration not stated),u,x
CN(Cc1cccs1)C(=O)c1cc(S(=O)(=O)N2CCOCC2)ccc1F,u,x
CO/N=C/C(c1ccc(Cl)nc1)S(=O)(=O)c1ccccc1 (configuration not stated),15%,-2
Cc1ccc(-n2c(C)cc(C3N=C(N)Nc4nc5ccccc5n43)c2C)c(C)c1 (configuration not stated),u,x
Cc1nc(C)c(-c2ccn(C(=O)NC(C)C)n2)s1,5%,5
COc1ccc(C(=O)NCCc2ccccc2)cc1[N+](=O)[O-],i,-25
CCc1ccc(N(CC)C(=O)c2ccc3c(Cl)c4c(nc3c2)CCC4)cc1,u,x
COc1cccc(C(=O)N2CCN(C(=O)Cc3ccccc3)CC2)c1,u,x
CCOC(=O)c1cnc(SCc2nc(N)nc(Nc3ccccc3OC)n2)nc1N,u,x
c1ccc(-n2ncc3c2ncn2nc(CSc4nc5ccccc5s4)nc32)cc1,u,x
CCc1ccc(NC(=O)CN(c2cc(C)cc(C)c2)S(=O)(=O)c2c(C)[nH]c(=O)[nH]c2=O)cc1,u,x
CCCCN1C(=O)C(=O)N(CC(=O)Nc2sc(CC)cc2C(=O)OCC)C1=O,u,x
COc1ccccc1-c1nnc(SC2CCc3ccccc3NC2=O)s1 (configuration not stated),7%,9
CCOC(=O)c1cccc(NC(=O)Nc2ccc(OCC)cc2)c1,u,x
Cc1ccc2c(=O)c(C(=O)NCc3cccs3)c[nH]c2c1,u,x
Cc1cccc(N(C)c2ccc3cc(S(=O)(=O)N4CCCC4)ccc3n2)c1,i,13
COc1ccc(CCNC(=O)C(=O)c2c[nH]c3ccccc23)cc1OC,u,x
NNC(=O)c1ccc2ccccc2n1,u,x
CCC(CC)C(=O)NN(C(=O)c1ccncc1)C1CC(=O)N(c2ccccc2)C1=O (configuration not stated),-7%,x
Nc1ccc(C(=O)Nc2cccc(NC(=O)c3ccc(N)cc3)c2)cc1,i,-20
CCC(=O)Nc1nonc1-c1nc2ccccc2n1CCC(C)C,u,x
CNC(=O)c1ccc(C)c(NC(=O)C2=C(C)OCCS2)c1,i,x
CC(C)C(=O)NNC(=O)CSc1nnnn1C(C)C,u,x
Cc1ccc(Cc2nnc3n(-c4cccc(C)c4)nc(C(=O)c4ccccc4)n3c2=O)cc1,6%,-1
CCN(c1ccccc1)S(=O)(=O)c1ccc(F)cc1,u,x
COc1cccc(C(=O)NCC(=O)N/N=C/c2cccc(OC(=O)c3ccc([N+](=O)[O-])cc3)c2)c1,-1%,3

# A second format for 19 compounds above.
S3 lipid droplet	S3 lipid droplet cell count max	mol
5%	5	Cc1nc(C)c(-c2ccn(C(=O)NC(C)C)n2)s1
i	-25	COc1ccc(C(=O)NCCc2ccccc2)cc1[N+](=O)[O-]
u	x	CCc1ccc(N(CC)C(=O)c2ccc3c(Cl)c4c(nc3c2)CCC4)cc1
u	x	COc1cccc(C(=O)N2CCN(C(=O)Cc3ccccc3)CC2)c1
u	x	CCOC(=O)c1cnc(SCc2nc(N)nc(Nc3ccccc3OC)n2)nc1N
u	x	c1ccc(-n2ncc3c2ncn2nc(CSc4nc5ccccc5s4)nc32)cc1
u	x	CCc1ccc(NC(=O)CN(c2cc(C)cc(C)c2)S(=O)(=O)c2c(C)[nH]c(=O)[nH]c2=O)cc1
u	x	CCCCN1C(=O)C(=O)N(CC(=O)Nc2sc(CC)cc2C(=O)OCC)C1=O
7%	9	COc1ccccc1-c1nnc(SC2CCc3ccccc3NC2=O)s1 (configuration not stated)
u	x	CCOC(=O)c1cccc(NC(=O)Nc2ccc(OCC)cc2)c1
u	x	Cc1ccc2c(=O)c(C(=O)NCc3cccs3)c[nH]c2c1
i	13	Cc1cccc(N(C)c2ccc3cc(S(=O)(=O)N4CCCC4)ccc3n2)c1
u	x	COc1ccc(CCNC(=O)C(=O)c2c[nH]c3ccccc23)cc1OC
u	x	NNC(=O)c1ccc2ccccc2n1
-7%	x	CCC(CC)C(=O)NN(C(=O)c1ccncc1)C1CC(=O)N(c2ccccc2)C1=O (configuration not stated)
i	-20	Nc1ccc(C(=O)Nc2cccc(NC(=O)c3ccc(N)cc3)c2)cc1
u	x	CCC(=O)Nc1nonc1-c1nc2ccccc2n1CCC(C)C
i	x	CNC(=O)c1ccc(C)c(NC(=O)C2=C(C)OCCS2)c1
u	x	CC(C)C(=O)NNC(=O)CSc1nnnn1C(C)C

# (further entries)
SMILES,S3 lipid droplet,S3 lipid droplet cell count max
Cc1ccc(OCC(=O)Nc2ccccc2Sc2ccc(Cl)cc2)c([N+](=O)[O-])n1,-10%,2
COc1ccc(-c2onc3ccc(Br)cc23)cc1,19%,-1
COC(=O)c1nc(-c2ccccc2)oc1N(C)C,i,x
CCOC(=O)c1cnc2c(ccc3ccccc32)c1Cl,u,x
CCOC(=O)Cc1csc(NC(=S)NC(=O)c2ccc(Cl)cc2)n1,u,x
CS(=O)(=O)c1cccc(C(=O)Nc2ccccc2Cc2ccccc2)c1,u,x
CC(C)(C)SCCNS(=O)(=O)c1ccc(F)cc1,u,x
O=C(Nn1c(O)c(C=C2N=c3ccccc3=N2)sc1=S)c1cccc(Cl)c1,2%,6
CCCC(=O)Nc1ccc(C(=O)NCc2ccccc2Cl)cc1,-3%,-19
Cc1c(CN2CCCC(C)C2)c(O)n(CCO)c(=O)c1C#N (configuration not stated),u,x
N#CCSc1ccccc1NC(=O)COC(=O)CCNC(=O)c1ccc([N+](=O)[O-])cc1,12%,9
O=C1CC(C(=O)Nc2ccc(O)c(C(=O)O)c2)C(c2ccccc2)O1 (configuration not stated),-19%,0
O=C(NCc1cccnc1)c1ccc(COc2ccccc2Br)cc1,-30%,-25
CC(=O)SCCC(=O)Nc1ccccc1,u,x
O=S(=O)(Nc1nc2ccc(S(=O)(=O)N3CCCC3)cc2s1)c1ccc(F)cc1,u,x
CC(C)OCCCNC(=O)CNC(=O)c1cccs1,u,x
COc1ccc(-c2nc(-c3cccnc3)no2)cc1OC,11%,11
COC(=O)c1ccccc1NC(=O)CNc1cc(Cl)ccc1N1CCOCC1,u,x
COC(=O)c1ccc(C(=O)NC2CCCN(Cc3ccc(Cl)cc3)C2)nc1 (configuration not stated),-1%,6
CCOC(=O)Cn1nnnc1CN(Cc1ccccc1)Cc1cc2cc(CC)ccc2[nH]c1=O,u,x
CC(=O)Nc1ccc(S(=O)(=O)NCC(=O)OC(C)c2ccccc2Cl)cc1 (configuration not stated),u,x
C[C@H](NC(=O)[C@H]1N2C(=O)c3ccccc3C2SC1(C)C)C(=O)NCc1ccncc1 (some centres not stated),i,-12
Cc1ccc(C)c(OCc2cc(C(=O)NC3CCOC(C)(C)C3)no2)c1 (configuration not stated),u,x
CCOC(=O)c1[nH]c(COC(=O)c2ccccc2NC(=O)c2ccco2)c(C(=O)OCC)c1C,u,x
CCCCCC(=O)Nc1ccc(N2CCN(C(=O)CCC)CC2)cc1,i,x
O=C(Nc1nnc(SCc2cccnc2)s1)C1CC(=O)N(c2ccccc2)C1 (configuration not stated),u,x
COc1cc(C(=O)NNC(=O)c2cccn2C)cc(OC)c1OC,u,x
COc1ccc(CCNCC(O)COc2cccc(Br)c2)cc1 (configuration not stated),u,x
COc1ccccc1CNC(=O)CCCn1nc(C)c2c(C)n(-c3ccccc3)nc2c1=O,u,x
CCC(C)[C@H]1CNCCN1CCc1cccc(F)c1 (some centres not stated),u,x
Cc1noc(C)c1CN1C(=O)NC2(CCc3ccccc3C2)C1=O (configuration not stated),u,x
O=C(NCc1ccc(N2CCCC2=O)cc1)Nc1ccccc1,u,x
Cc1ccccc1C(=O)Nc1ccccc1NC(=O)c1ccccc1C,11%,5
O=c1[nH][nH]c2cc(=O)n(-c3ccc(Cl)cc3)nc12,6%,-26
COCc1cc(=O)[nH]c(=S)[nH]1,i,x
Cc1ccc(N2CCN(CCCCN3C(=O)C4CCCN4C3=O)CC2)cc1 (configuration not stated),-6%,-4
O=C1C=C(c2ccc(-c3ccccc3)cc2)C[C@@H](c2ccc(Cl)cc2)C1,u,x
COc1ccc2c(c1)CCc1cn3nc(C)cc3nc1-2,8%,8
O=C(c1ccc(N2CCOCC2)nc1)N1CCCCC1,5%,-3
COCCNC(=S)N/N=C(\C)c1cccc(OC)c1,i,2
CC(OC(=O)CCc1cc(C(C)(C)C)c(O)c(C(C)(C)C)c1)C(=O)NC1CC1 (configuration not stated),u,x
CN(CC(=O)NCc1ccc2c(c1)OCO2)S(=O)(=O)c1ccc(Br)s1,u,x
CNc1ccccc(-c2ccc3ccccc3n2)c1=O,-2%,19
CC1CCCC(C)N1C(=O)CN1C(=O)C(C)(C)Oc2ccc(C(=O)NC3CCCC3)cc21 (configuration not stated),u,x
C=CCN(CC=C)C(=O)COn1nnc2ccc(S(=O)(=O)N3CCOCC3)cc21,14%,28
NC(=O)CSc1nnc(Cn2cnc3ccccc32)o1,3%,13
CC(C)Cc1nnc(NC(=O)C23CC4CC(CC(C4)C2)C3)s1,u,x
O=C(O)CCCNC1=NCCC1,u,x
Cc1cccc(OCC(=O)N/N=C/c2cccn2C)c1,u,x
COCCCNc1nc2ccccc2nc1NS(=O)(=O)c1cc(Cl)ccc1Cl,9%,9
CC(C)OP(=O)(OC(C)C)C(NC(=O)c1ccccc1Br)C(N)=O (configuration not stated),-3%,14
CCOc1cc(NC(=O)CCl)c(OCC)cc1NC(=O)CCl,u,x
NS(=O)(=O)c1ccc(CCN2C(=O)/C(=C\c3ccc(Cl)cc3)SC2=S)cc1,u,x
CC1=CN2CC(O)CN=C2C=C1 (configuration not stated),u,x
Cc1ccccc1C(C(=O)NC1CCCC1)N(C(=O)CNC(=O)c1ccco1)c1cccnc1 (configuration not stated),u,x
C=CCSc1nnc(N2C(=O)C(O)=C(C(=O)c3ccco3)C2c2ccccc2F)s1 (configuration not stated),i,8
CC(C)(C)NC(=O)NC(=O)COC(=O)Cc1coc2ccc3ccccc3c12,u,x
CN(C)C(=O)c1ccc(NC(=O)CSc2nnc(-c3ccc4c(c3)OCO4)o2)cc1,u,x
Cc1ccc(S(=O)(=O)Nc2cccc(C(=O)NCc3ccccn3)c2)cc1F,u,x
CC(=O)N1CCN2C(=O)C1CCCC(=O)c1cc(C(C)C)ccc12 (configuration not stated),u,x
# (further entries)
SMILES,S3 lipid droplet,S3 lipid droplet cell count max
COc1cccc(Nc2nnc(SCC(=O)N(CC(C)C)CC(C)C)s2)c1,7%,-22
COC(=O)CNC(=O)CSc1nnc(-c2ccc(OC)cc2)n1CC(C)C,4%,4
CCc1cc2c(-c3ccccc3)cc(=O)oc2cc1OC(C)C(=O)NCC1CCC(C(=O)O)CC1 (configuration not stated),i,18
COc1ccc(N(CC(=O)Nc2cc(OC)c(OC)cc2C(=O)O)S(=O)(=O)c2c(C)noc2C)cc1,u,x
CC(=O)Nc1ccc(NC(=O)C(C)OC(=O)CNC(=O)c2cccs2)cc1 (configuration not stated),u,x
O=C(CN1C(=O)c2ccccc2C1=O)NC1CCC(O)CC1 (configuration not stated),-4%,-6
S=C(NCCc1ccccc1)NCCc1ccccc1,u,x
CCCCn1c(SCc2cccc([N+](=O)[O-])c2)nc2ccsc2c1=O,u,x
O=C(CN1C(=O)COc2ccc(S(=O)(=O)N3CCCC3)cc21)NCc1ccccn1,u,x
COc1ccc(NC(=O)C2C3C=CC4(CN(Cc5cccnc5)C(=O)C24)O3)c(OC)c1 (configuration not stated),u,x
O=C(CN1C(=O)c2cccc3cccc1c23)NCc1ccccn1,19%,-3
COc1ccccc1-n1nnnc1SCC(=O)NCC1(N2CCOCC2)CCCCC1,u,x

# Part of the list above, as tab-separated lines:
Molecule	S3 lipid droplet	S3 lipid droplet cell count max
COc1cc(C(=O)NNC(=O)c2cccn2C)cc(OC)c1OC	u	x
COc1ccc(CCNCC(O)COc2cccc(Br)c2)cc1 (configuration not stated)	u	x

# Carrying on.
SMILES,S3 lipid droplet,S3 lipid droplet cell count max
CSc1nc(N)nc(SCC(=O)C23CC4CC(CC(C4)C2)C3)c1C#N,u,x
O=C(Nc1cccc(S(=O)(=O)NC2=NCCC2)c1)C1CC(=O)N(c2ccc3c(c2)OCCO3)C1 (configuration not stated),-21%,8
CN(C)S(=O)(=O)c1cccc(C(=O)OCC(=O)NCc2ccccc2)c1,3%,24
Fc1ccc(-n2nnnc2-c2ccccc2Cl)cc1,8%,-14
COc1ccc(-c2nc(C#N)c(N3CCC(C)CC3)o2)cc1,0%,19
CCOC(=O)c1cnc2c(Cl)cc(Cl)cc2c1NCCOCCO,16%,-7
CCOC(=O)C1=C(C)N(C)C(=S)NC1c1ccc(Cl)cc1Cl (configuration not stated),u,x
O=C(COC(=O)c1ccc(OC(F)F)cc1)NCCNC(=O)COC(=O)c1ccc(OC(F)F)cc1,1%,-4
O=C(NC1CCCCC1)n1c(=O)oc2ccccc21,u,x
Cc1ccc(NN=C2C(=O)OC(C)(C)OC2=O)c(C)c1,5%,18

# Compound activity as filed in PubChem BioAssay.

# Not all compounds are listed, so the mix of outcomes need not match the whole.
